PGC1a acetyl inh: lowers PGC1a acetylation signal in U2OS cells. AlphaScreen anti-acetyl-lysine; with virally co-expressed GCN5 acetyltransferase. inhibition, % at 15.6 µM. actives 0.17% (n = 350,000). AID 651687;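 active means every replicate shows inhibition of at least 40%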;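 further: 0% = neutral control wells and 100% = positive control wells; some results beyond the cut were filed as inactive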
PglD inh: PglD (C. jejuni) enzyme inhibition; purified PglD enzyme, DTNB colorimetric CoA detection; inhibition, % at 12.5 µM; actives 0.098% (n = 360,000); in the data active means inhibition above about 16%, passing the limit was not always enough; further: strong numbers were not always called active
C2C12 statin: suppressors of simvastatin-induced myotoxicity in C2C12 myotubes. actives 0.78% (n = 330,000). rescue of ATP level, % at 7.49 µM. AID 602340. ATP luminescence, 48 h; scaled: DMSO 0, geranylgeraniol control 100;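 active means mean ATP rescue above about 67%, or every replicate alone reaching that limit, limit read from the data, passing the limit was not always enough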;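 further: myotubes were challenged with 10 µM simvastatin during compound exposure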
miR122 inh: miR-122 inhibition in Huh7 cells | Huh7 miR-122 Renilla luciferase sensor, 48 h; neutral wells = 0, positive control = 100 | activation (reporter increase), % at 12.5 µM | actives 0.3% (n = 340,000) | AID 602342;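 active means mean replicate activation score at least 90 and every replicate individually at or above 90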;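 further: higher luciferase means less miR-122 activity so hits act as miR-122 inhibitors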
FN deposit inh: fibronectin deposition inhibition | AH1F fibroblasts, Alexa488-fibronectin deposition fluorescence, overnight | inhibition, % at 12.6 µM | actives 0.086% (n = 350,000) | AID 743247;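 active means mean inhibition across replicates of 30% or more, regardless of how many single replicates reach that level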;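 further: positive control wells lacked labelled fibronectin entirely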
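Material – AH1F fibroblast monolayer, labelled fibronectin deposition · Reagent – labelled fibronectin 24 nM · Timing – 1 h adhesion, overnight exposure · Measured by – fluorescence at 485 nm excitation, 525 nm emission · Read-out – inhibition of fibronectin deposition signal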
GSIS activator: primary screen for activators of insulin secretion dependent on glucose, INS-1E cells, GLuc reporter luminescence; INS-1E GLuc reporter insulin secretion, 2-3 h; activation, % at 16.6 µM; actives 0.61% (n = 370,000); AID 743287;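 active means lowest replicate activation of at least 40%, so every replicate reaches that level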;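 further: 0% = median of neutral control wells and 100% = median of IBMX positive control wells; some compounds called inactive have numbers as strong as hits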
Cneo AK release: Cryptococcus neoformans lysis via adenylate kinase release | actives 0.2% (n = 360,000) | C. neoformans lysis, adenylate kinase release luminescence, 4 h; normalised: neutral wells 0, clomiphene wells 100 | AID 651654 | lysis activity, % at 15 µM;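 active means mean lysis activity across replicates of at least 80%, whatever share of replicates individually reach that level; inactive means mean lysis activity below 80%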
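Test system: log-phase Cryptococcus neoformans yeast cells. Input: 5 × 10^6 yeast cells/mL. Medium: fresh YPD growth medium. Doses: single dose. Incubation: static 4 h at 37 °C with compound, 1 h detection. Measured by: luminescent adenylate kinase detection reagent. Read-out: signal increase indicating cell lysis. Benchmarks: Clomiphene.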
CFTR F508del cor: CFTR F508del correction in bronchial cells | CFBE cells, YFP halide quenching; stimulated with forskolin plus potentiator P3; % fluorescence drop versus neutral controls | activity (quench increase), % at 7.58 µM | actives 0.36% (n = 350,000) | AID 720511;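 active means mean added fluorescence quench of at least 8% versus neutral control, with both replicates also reaching 8%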;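 further: cells transiently co-express mutant CFTR-F508del with the halide-sensitive YFP; corrector assay measuring rescue of mutant channel to the surface after 24 h compound exposure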
An asterisk follows results filed as active; / = no result given; [ ] = remark or other dose. An unsorted share of the library. About 2.1% of those tested had a hit in this group.

A first look:
Values in the order – PGC1a acetyl inh	PglD inh	C2C12 statin	miR122 inh	FN deposit inh	GSIS activator	Cneo AK release	CFTR F508del cor
> C[C@@H]1CN([C@@H](C)CO)C(=O)c2cc(C#CCC3CCCC3)cnc2O[C@@H]1CN(C)C(=O)c1cnccn1
    -2	-3	12	-1[16.7 µM]	-11	18	0	-1.4
> O=C(CSc1nnc(-c2ccccc2)o1)NC1CCCC1
    2	1	7	1	-1	-1	-1	-1.8
> CCN1CCN(c2ccc(NC(=O)c3ccc4c(c3)OCCO4)cc2C)CC1
    -1	-2	-21	9	2	-4	-5	4.1

The whole of this part, from the first entry:
Values in the order – PGC1a acetyl inh	PglD inh	C2C12 statin	miR122 inh	FN deposit inh	GSIS activator	Cneo AK release	CFTR F508del cor
> C[C@@H]1CN([C@@H](C)CO)C(=O)c2cc(C#CCC3CCCC3)cnc2O[C@@H]1CN(C)C(=O)c1cnccn1
    -2	-3	12	-1[16.7 µM]	-11	18	0	-1.4
> O=C(CSc1nnc(-c2ccccc2)o1)NC1CCCC1
    2	1	7	1	-1	-1	-1	-1.8
> CCN1CCN(c2ccc(NC(=O)c3ccc4c(c3)OCCO4)cc2C)CC1
    -1	-2	-21	9	2	-4	-5	4.1
> CC(C)CC1(C)NC(=O)N(CC(=O)Nc2ccccc2Br)C1=O (stereo not drawn)
    9	-2	1	/	-3	7	-8	3.7
> CO[C@H]1CN(C)C(=O)c2cc(NC(=O)C3CCC3)ccc2OC[C@@H](C)NC[C@@H]1C
    /	-2	-9	2[16.7 µM]	7	6	1	0.2
> CNC(=O)c1[nH]cnc1C(=O)N[C@@H](Cc1ccccc1)C(=O)OCc1ccccc1
    /	-3	-2	9	-6	6	5	0.7
> O=C(CC1CC1)N1CC2(C1)[C@H](c1ccccc1)[C@H](CO)N2Cc1ccccn1
    3	/	/	/	1	0	/	1.4
> COCC(=O)N1[C@H](C#N)[C@@H](c2ccc(C3=CCCCC3)cc2)[C@@H]1CO
    6	7	-12	/	7	-3	4	-2.3
> COc1cccc(-c2ccc([C@@H]3[C@@H](CO)N4C(=O)CN(C(=O)C5CC5)C[C@H]34)cc2)c1
    8	/	/	/	4	4	/	-0.6
> O=C(COc1ccc(S(=O)(=O)Nc2cccc(C(F)(F)F)c2)cc1)N1CCOCC1
    1	-9	-4	13	-1	-19	0	0.2
> CCOc1ccc(CNC(=O)CCS(=O)(=O)Cc2ccc(C)cc2)cc1OC
    /	1	-2	-4	/	1	-1	-0.9
> C/C(=N\NC(=O)c1nnn(-c2nonc2N)c1CN(C)c1ccccc1)c1ccc(O)cc1
    /	-1	-15	0	18	16	0	0.6
> Cc1ccc(S(=O)(=O)NCC(=O)N(CC(=O)NCC2CCCO2)c2ccc(Cl)cc2)cc1 (stereo not drawn)
    2	1	8	-1	-12	2	1	-1.8
> COc1ccc(S(=O)(=O)NC(C(=O)OCC(=O)Nc2ccc(N3CCOCC3)cc2)C(C)C)cc1 (stereo not drawn)
    /	8	8	/	-4	-16	-1	-3.0
> COc1ccc(/C=N/NC(=O)c2cc(-c3cccnc3)nc3ccccc23)c(OC)c1
    5	/	/	/	-1	3	/	1.5
> Cc1nc2ccccc2n1-c1ccccc1
    -1	-4	-5	-7	-2	/	2	/
> CC(NC(=O)COC(=O)c1ccc2c(=O)n3c(nc2c1)CCCCC3)c1ccc(F)cc1 (stereo not drawn)
    3	-3	1	-6	/	1	-1	-2.7
> C[C@H]1CN([C@@H](C)CO)C(=O)Cc2cc(NC(=O)Nc3ccc(F)cc3)ccc2O[C@@H]1CN(C)Cc1ccc(-c2ccccc2)cc1
    0	5	4	0[16.7 µM]	-32	-1	-3	0.6
> Cc1ccc(S(=O)(=O)N[C@@H]2C=C[C@@H](CC(=O)N3CCC(Cc4ccccc4)CC3)O[C@H]2CO)cc1
    -1	-3	49	-8[16.7 µM]	/	-22	2	0.2
> CCc1cccc(C)c1NS(=O)(=O)Cc1ccccc1
    11	-2	1	3	2	-3	-1	2.2
> Cc1ccc(Cl)cc1NC(=S)N(CCCN1CCOCC1)Cc1ccccn1
    /	0	/	160*	1	-1	-1	/
> COc1cccc(NC(=O)c2ccc(CN3CCOCC3)cc2)c1
    1	-1	-31	-2	/	27	-2	/
> CCN(c1ccccc1)S(=O)(=O)c1ccc(OC)c(NC(=O)CCc2nc3ccccc3c(=O)[nH]2)c1
    -14	-4	-19	0	6	-29	2	1.3
> C/C=C/c1ccc2c(c1)O[C@@H](CN(C)Cc1ccccn1)[C@@H](C)CN([C@@H](C)CO)S2(=O)=O
    -15	2	1	-3[16.7 µM]	/	11	1	-0.2
> O=C1c2ccccc2C(=O)C1c1ccnc2ccccc12
    -3	0	11	-6	2	42	-3	/
> CCCC(=O)Nc1ccc2c(c1)OC[C@H](C)N(C(=O)c1ccncc1)C[C@H](C)[C@@H](OC)CN(C)C2=O
    -7	/	/	/	-4	17	/	-2.8
> CC(C)CC#Cc1cnc2c(c1)C(=O)N([C@H](C)CO)C[C@H](C)[C@H](CN(C)C(=O)Cc1cccnc1)O2
    0	3	-11	-3[16.7 µM]	2	-10	10	2.0
> Cc1ccc(-c2nnc(CN3CCN(C)CC3)o2)cc1
    /	3	-22	/	1	3	27	-2.6
> CC(C)CC#Cc1cnc2c(c1)C(=O)N([C@H](C)CO)C[C@@H](C)[C@@H](CN(C)S(=O)(=O)c1cn(C)cn1)O2
    -4	-3	16	-10[16.7 µM]	-15	5	3	-0.9
> O=C(CSc1ncccn1)NC1CCCc2ccccc21 (stereo not drawn)
    -10	6	8	-4	3	9	4	-2.1
> Cc1cccc(N2CCN(CC(=O)NCC3CCCCC3)CC2)c1C
    /	-1	0	5	/	/	6	/
> Cc1nc(C(F)(F)F)c(C(=O)N/N=C(\N)c2ccccn2)s1
    -1	/	/	/	2	-14	/	4.8
> CCCNC(=O)N(C)C[C@@H]1Oc2cc(C3=CCCCC3)ccc2S(=O)(=O)N([C@H](C)CO)C[C@H]1C
    -15	-2	-32	5[16.7 µM]	-9	-3	-3	0.1
> Cc1cc(C)cc(OCC(O)Cn2nc(C)cc2C)c1 (stereo not drawn)
    8	3	5	-3	-4	3	0	-2.2
> C[C@@H]1CN([C@H](C)CO)C(=O)c2cccc(NC(=O)C3CCOCC3)c2O[C@H]1CN(C)S(=O)(=O)c1ccc(F)cc1
    11	0	25	-2[16.7 µM]	/	0	-4	0.3
> O=C(CSc1nn(-c2ccc(Cl)cc2)c(=S)s1)NCC1CCCO1 (stereo not drawn)
    -4	-4	-10	1	7	/	1	-2.0
> COCCn1c(=O)[nH]c2cc(C(=O)NCCN3CCN(c4ccccc4F)CC3)ccc2c1=O
    2	7	24	-8	13	/	1	/
> CN1C(=O)c2cc(NC(=O)c3cccc(F)c3)ccc2OC[C@H]2O[C@@H](CC(=O)NCc3ccccc3Cl)CC[C@@H]21
    -4	5	41	4[16.7 µM]	-18	-5	1	-0.2
> C[C@@H]1CN([C@H](C)CO)C(=O)c2cc(NC(=O)NC3CCCCC3)ccc2O[C@@H]1CN(C)S(=O)(=O)c1cn(C)cn1
    -1	-2	37	-4[16.7 µM]	/	5	3	-1.2
> CCCN1CCC(=NNC(=O)c2ccc(Br)o2)CC1
    -1	3	-1	/	/	-8	2	-2.0
> CCOC(=O)NC(=O)C(=CNNc1ncc(C(F)(F)F)cc1Cl)C(=O)NC(=O)OCC
    -18	/	/	1	-3	7	/	-0.5
> C/C(=N\NC(=S)NC1CCCCC1)c1ccc(C)o1
    6	-2	-19	11	12	5	9	0.0
> CC1=NN(c2ccccc2)C(=O)/C1=C\c1cc(C)n(C)c1C
    9	-6	/	-4	5	4	5	-1.6
> CNC[C@H]1OCCCC[C@@H](C)Oc2ccc(NC(=O)Nc3ccc(C(F)(F)F)cc3)cc2C(=O)N([C@H](C)CO)C[C@@H]1C
    6	-4	-7	-3[16.7 µM]	/	4	0	3.4
> CC(C)(CNS(=O)(=O)c1cccs1)N1CCOCC1
    -1	/	5	-12	2	13	/	1.5
> COCCN=c1scc(-c2ccco2)n1/N=C/c1ccc(O)c(O)c1O
    -4	6	23	-6	4	1	-10	-2.4
> C[C@H]1CCCCO[C@H](CN(C)S(=O)(=O)c2ccccc2)[C@@H](C)CN([C@@H](C)CO)C(=O)c2cc(NS(=O)(=O)c3ccc(F)cc3)ccc2O1
    -3	4	/	5[16.7 µM]	-1	-1	0	1.0
> CCC(C(=O)N1CCN(c2ncccn2)CC1)c1ccccc1 (stereo not drawn)
    13	/	/	/	-1	29	/	1.1
> CC(C)NC(=O)c1cnc(N2CCN(c3ccccn3)CC2)c2ccccc12
    9	0	27	5	1	/	1	/
> CCCc1nc2ccccc2c2nc(N)nn12
    -5	5	-1	0	-5	/	-4	/
> Cn1c(SCC(=O)NCc2ccco2)nnc1-c1c[nH]c2ccccc12
    -9	-1	9	-2	-2	-3	-3	-2.1
> CN1CCN(C(=O)c2cc3nc(-c4ccccc4)cc(C(F)(F)F)n3n2)CC1
    -2	5	0	-5	/	/	0	/
> NC(=O)C1CCCN(CCc2ccccc2)C1 (stereo not drawn)
    -22	/	17	-3	-9	/	/	/
> CCCCC[C@H]1CN(Cc2ccc(OC)cc2)C(=O)[C@@H]1CC(=O)NCc1ccccc1
    /	-3	34	/	2	-28	-3	-1.5
> COc1cccc(-n2c(SCC(=O)NCC3CCCO3)nc3c([nH]c4ccccc43)c2=O)c1 (stereo not drawn)
    2	-1	-13	8	5	-13	2	0.2
> C[C@H](CO)N1C[C@H](C)[C@H](CN(C)Cc2ccc(-c3ccccc3)cc2)Oc2ccc(NC(=O)NC3CCCCC3)cc2C1=O
    -6	0	/	-7[16.7 µM]	/	-19	3	1.9
> CN(C)CC(=O)N1[C@H](C#N)[C@H](c2ccc(-c3cccc(C(=O)N(C)C)c3)cc2)[C@H]1CO
    6	0	-5	/	-2	-1	-2	-1.3
> CC(OC(=O)c1cc2sccc2n1C)C(=O)NCc1ccc2c(c1)OCO2 (stereo not drawn)
    -15	-2	11	2	/	25	-1	/
> COc1cc(Cn2c(-c3ccc(O)c(OC)c3)nc3ccccc32)ccc1O
    1	/	10	1	27	-5	/	-1.6
> Cc1ccc2c(c1)N(CCC(=O)NC(C)C)C(=O)CO2
    -1	-3	3	-12	5	/	6	/

Next results follow:
Values in the order – PGC1a acetyl inh	PglD inh	C2C12 statin	miR122 inh	FN deposit inh	GSIS activator	Cneo AK release	CFTR F508del cor
> C[C@@H]1CCCCO[C@H](CN(C)S(=O)(=O)c2ccc(F)cc2)[C@@H](C)CN([C@@H](C)CO)C(=O)c2cc(NC(=O)Cc3ccccc3)ccc2O1
    8	-2	-90	-7[16.7 µM]	-2	-20	-2	-2.0
> Cn1cnnc1Sc1cc(N2CCN(S(=O)(=O)c3ccccc3)CC2)ccc1[N+](=O)[O-]
    10	/	2	0	-6	-7	/	3.9
> CCN(CC)S(=O)(=O)C1CCS(=O)(=O)C1 (stereo not drawn)
    14	3	0	-4	-1	/	0	/
> CCCNC(=O)C[C@H]1CC[C@@H]2[C@@H](COc3ccc(NC(=O)c4cccc(F)c4)cc3C(=O)N2C)O1
    -10	1	14	5[16.7 µM]	-12	-6	-1	3.3
> COc1ccc(N(CC(=O)N2CCN(C)CC2)S(C)(=O)=O)cc1OC
    1	0	2	0	2	9	0	/
> O=C(N/N=C/c1ccccn1)c1cc(-c2ccc(Cl)cc2)nc2ccccc12
    /	-3	/	0	-4	-6	-2	/
> CNC(=O)c1cc2cc(Br)ccc2s1
    -7	-5	-7	-7	/	8	2	-0.1

Source: PubChem BioAssay
